# Source: PubChem BioAssay
# A3G deaminase = blocks human APOBEC3G single-stranded DNA deamination | 330,000 tested, 0.28% active | Q9HC16 | inhibition, % at 20 µM | recombinant A3G, ssDNA deamination FAM/TAMRA fluorescence;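 active = inhibition of at least 40% at 20 µM, with no more than 30% in the related APOBEC3A deaminase screen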;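 also: plate controls were DMSO wells with A3G for no effect and wells lacking A3G enzyme for full effect; some compounds called inactive have numbers as strong as hits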
# Target sequence (Q9HC16 whole entry, looked up): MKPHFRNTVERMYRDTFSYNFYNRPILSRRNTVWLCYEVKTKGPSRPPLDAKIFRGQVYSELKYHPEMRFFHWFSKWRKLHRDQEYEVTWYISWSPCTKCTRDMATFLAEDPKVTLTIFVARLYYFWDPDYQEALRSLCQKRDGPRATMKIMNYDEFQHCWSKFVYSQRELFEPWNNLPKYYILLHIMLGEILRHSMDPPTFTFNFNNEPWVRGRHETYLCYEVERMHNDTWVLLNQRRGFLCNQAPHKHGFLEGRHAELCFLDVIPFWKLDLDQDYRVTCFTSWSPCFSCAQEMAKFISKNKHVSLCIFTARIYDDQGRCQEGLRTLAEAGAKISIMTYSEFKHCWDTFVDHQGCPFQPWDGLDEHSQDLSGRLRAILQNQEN
# mIAP inh = blocks mouse intestinal alkaline phosphatase; 330,000 tested, 0.2% active; inhibition, % at 10 µM; AID 2806; purified mouse IAP, CDP-Star luminescence, 30 min;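 active = inhibition of at least 40% at 10 µM in the primary screen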;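 also: plate controls were DMSO with enzyme for no effect and no enzyme wells for full effect; values of inactives mirror those of a sister screen read the other way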
# hIAP act = increases human intestinal alkaline phosphatase activity | AID 2524 | P09923 | activation factor at 10 µM | purified human IAP, CDP-Star luminescence, 30 min; active compounds read high; 1 = vehicle-only enzyme, 0 = enzyme-free background | 330,000 tested, 0.16% active;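 active = activation factor of the enzyme at least 2-fold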; also: the source names both 10 and 20 µM as test concentration; values of inactives mirror those of a sister screen read the other way
# hIAP inh = human IAP inhibition | inhibition, % at 10 µM | AID 2544 | purified IAP, CDP-Star luminescence, 30 min | 330,000 tested, 0.12% active;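 active = inhibition reaching a set limit with compound at 10 µM in the primary screen, cut at about 35% in these data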;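 also: plate controls were DMSO wells with enzyme for no effect and no-enzyme buffer wells for full effect; values of inactives mirror those of a sister screen read the other way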
# MPTP block = permeability transition pore inhibition; isolated mouse mitochondria, Ca2+ swelling absorbance, 30 min; inhibition, % at 10 µM; 360,000 tested, 1.4% active;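 active = inhibition of 50% or more, scaled per plate between neutral and stimulator controls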;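 also: 0% = DMSO wells given calcium and 100% = 1 mM EGTA wells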
# A3A deaminase = human APOBEC3A DNA deaminase inhibition. P31941. recombinant A3A, FAM/TAMRA ssDNA deamination fluorescence. inhibition, % at 20 µM. 330,000 tested, 0.41% active. AID 493011;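 active = at least 40% inhibition at 20 µM here, with at most 30% in a related deaminase screen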;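 also: plate controls were A3A with DMSO for no effect and wells lacking A3A enzyme for full effect; some results filed as inactive read as strong as hits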
# Target sequence (P31941 whole entry, looked up): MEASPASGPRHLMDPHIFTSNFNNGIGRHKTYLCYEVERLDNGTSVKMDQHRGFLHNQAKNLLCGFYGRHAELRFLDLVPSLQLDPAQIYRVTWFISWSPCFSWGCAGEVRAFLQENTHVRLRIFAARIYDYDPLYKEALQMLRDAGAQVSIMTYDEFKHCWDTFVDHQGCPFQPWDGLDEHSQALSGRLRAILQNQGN
# MIN6 prolif = induces beta-cell replication in MIN6 cells | AID 2380 | proliferation, % at 10 µM | MIN6 cells proliferation, ATPlite luminescence, 48 h; cells starved in 0.2% serum; 100% = growth in 10% serum | 330,000 tested, 0.29% active;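 active = compounds whose signal lies at least 3.5 SD above the mean of all wells on their plate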;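 also: 0% = DMSO-treated cells in low-serum medium and 100% = 10% serum control; some compounds called inactive have numbers as strong as hits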
# ATG4B inhibitor = blocks human ATG4B protease cleavage of LC3 substrate | Q9Y4P1 | ATG4B cleavage of LC3-PLA2, NBD-HPC fluorescence, 1 h | inhibition, % at 8.33 µM | 340,000 tested, 0.51% active; in the data active = inhibition above about 40%
# Target sequence (Q9Y4P1 whole entry, looked up): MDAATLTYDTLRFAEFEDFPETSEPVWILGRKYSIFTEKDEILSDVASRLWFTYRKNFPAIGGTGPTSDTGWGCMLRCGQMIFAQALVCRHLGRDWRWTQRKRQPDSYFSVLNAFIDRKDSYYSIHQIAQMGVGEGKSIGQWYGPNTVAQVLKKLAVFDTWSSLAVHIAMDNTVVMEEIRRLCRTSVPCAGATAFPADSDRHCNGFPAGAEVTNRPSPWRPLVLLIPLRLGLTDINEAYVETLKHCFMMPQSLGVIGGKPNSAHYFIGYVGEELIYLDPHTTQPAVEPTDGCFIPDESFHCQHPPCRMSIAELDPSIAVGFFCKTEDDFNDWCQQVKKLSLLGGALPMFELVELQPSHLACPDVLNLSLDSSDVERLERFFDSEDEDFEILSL
# mIAP act = mouse IAP activation; activation factor at 10 µM; 330,000 tested, 0.24% active; muIAP, CDP-Star luminescence, 30 min; active compounds read high; 1 = vehicle-only enzyme signal, 0 = enzyme-free wells;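 active = activation factor of at least 2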; also: the source names both 10 and 20 µM as test concentration; values of inactives mirror those of a sister screen read the other way
#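 System: Mouse IAP enzyme | Also added: CDP-Star substrate | Dosing: Compounds dispensed in DMSO | Schedule: 30 min enzyme-substrate-compound incubation at room temperature | Technique: Chemiluminescence readout | Control set: DMSO-only wells and no-enzyme negative control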
# * = called active by the depositor; . = not tested or not shown.
SMILES,A3G deaminase,mIAP inh,hIAP act,hIAP inh,MPTP block,A3A deaminase,MIN6 prolif,ATG4B inhibitor,mIAP act
Cc1cc(C)n(-c2ccc(NC(=O)C3CCCCN3C(=O)c3sccc3C)cc2)n1 (centres undefined),-3,-6,0.99,1,-0.8,-2,0,0,1.1
O=S(=O)(NCCc1csc(-c2ccccc2)n1)c1cccnc1,-5,-15,1.3,-27,1.0,1,2,-5,1.1
COc1ccc(NC(=O)N2CCCC(C(=O)Nc3ccccc3OC)C2)cc1 (centres undefined),-8,8,0.91,9,0.2,-4,-1,-2,0.92
Cc1onc(-c2ccccc2Cl)c1C(=O)OCC(=O)N1CCC(C)CC1,-4,5,0.94,6,-0.6,1,-4,1,0.95
Cc1cc(C(=O)N2CCc3ccccc3C2)n[nH]1,2,4,1.2,-16,-1.5,0,0,3,0.96
CS(=O)(=O)NCCCNc1ccc(C(F)(F)F)cc1[N+](=O)[O-],2,-5,0.89,12,2.0,6,0,4,1
Cc1cc(C)c(CN2CCC(n3nccc3NC(=O)C3CCCC3)CC2)cc1C,5,-66,1.9,-89,-1.0,2,-3,16,1.7
O=C(CNC(c1ccccc1)c1ccccc1)NCc1ccccc1Cl,-4,-7,1,-2,0.4,4,-5,25,1.1
O=C(CSc1nc2ncccc2[nH]1)NCc1ccccc1,0,14,1,-3,0.5,1,-2,-10,0.86
CCCOc1ccc(-c2nnn(CC(=O)N3CCCC(C)C3)n2)cc1 (centres undefined),-8,2,0.94,6,3.0,-4,-3,-6,0.98

# As entered above.
# Cc1onc(-c2ccccc2Cl)c1C(=O)OCC(=O)N1CCC(C)CC1 @ ATG4B inhibitor: 1
# Cc1cc(C)c(CN2CCC(n3nccc3NC(=O)C3CCCC3)CC2)cc1C @ A3G deaminase: 5

# Next entries follow:
SMILES,A3G deaminase,mIAP inh,hIAP act,hIAP inh,MPTP block,A3A deaminase,MIN6 prolif,ATG4B inhibitor,mIAP act
COC(=O)C1=C(C(=O)OC)SC2(S1)C(C(=O)OC)=C(C(=O)OC)SC1=C2c2cc(C)ccc2NC1(C)C,45*,26,0.97,3,-0.7,1,-7,-7,0.73
COc1cnn(-c2cccc(Cl)c2)c(=O)c1Cl,-3,-6,1.1,-12,0.6,-2,-6,1,1.1
O=C1c2ccccc2S(=O)(=O)N1CC(O)COc1ccc(Br)cc1 (centres undefined),-5,-3,1,-3,1.2,-3,0,-2,1
O=C(CSc1nnc(C2CC2)n1Cc1ccccc1)Nc1cccnc1Cl,-3,-2,1,-4,-1.1,-2,-2,-1,1
COC(=O)c1cc(NC(=O)c2c(-c3c(Cl)cccc3Cl)noc2C)ccc1N1CCOCC1,-7,-20,0.92,8,3.9,-3,0,-6,1.2
COc1ccc(CCNC(=O)CSc2nc3[nH]ncc3c(=O)n2-c2ccccc2OC)cc1OC,5,-7,1.4,-44,1.0,-3,3,0,1.1
COc1ccc(/C=C2\SC(=O)N(CCNC(=O)C3CC(=O)N(c4ccccc4)C3)C2=O)cc1 (centres undefined),-7,1,1.1,-5,-1.4,-2,-3,3,0.99
Cc1ccc(-n2nc(C)c3c(=O)[nH]c(C(F)(F)F)nc32)cc1,-2,1,1,-3,.,3,2,.,0.99
CC(C)Cn1cnc2c(c1=N)C(c1ccccc1)C1=C(CC(C)(C)CC1=O)O2 (centres undefined),3,6,0.93,7,1.1,4,0,-3,0.94
O=C(N/N=C/c1cccc(Oc2ccccc2)c1)c1ccccc1Br,-5,3,0.9,10,12,-3,-3,-2,0.97
S=c1[nH]nc(COc2ccccc2)n1/N=C/c1ccccn1,55*,-2,0.89,11,1.3,-4,1,-2,1
CC(=O)N1CCC2(CC1)C/C(=N\NC(=S)Nc1ccccc1C)c1cc(O)ccc1O2,0,12,0.97,3,-0.2,0,1,-6,0.88
O=C1C(=O)N(c2ccccn2)C(c2ccc(F)cc2)/C1=C(/O)c1ccc(Br)cc1 (centres undefined),-6,7,0.98,2,2.3,-7,-3,-1,0.93
O=C(NCc1ccco1)Nc1ccc([N+](=O)[O-])cc1,1,2,0.83,16,9.3,3,0,-3,0.97
COc1ccccc1NC(=O)Cn1c(=O)n2nc(C)nc2c2ccccc21,-8,0,0.98,2,-1.5,3,-2,3,1
Cc1csc(=Nc2ccccc2)n1CCO,-8,8,1.1,-7,0.4,-2,0,-12,0.92
O=C(CSc1nnc2ccccn12)Nc1ccc2c(c1)OCO2,-6,1,0.84,16,-0.7,-1,-1,-2,0.99
CCN(CC(=O)Nc1c(F)cccc1F)C(=O)/C=C/c1cn(Cc2ccccc2)nc1-c1cccnc1,-10,5,1.5,-49,-0.4,0,3,14,0.95
Cc1nc(SCn2nnc3ccccc3c2=O)nc(C)c1C,-3,5,0.9,10,-1.1,3,-3,-5,0.95
O=C(O)c1cccc(S(=O)(=O)NCCc2ccccc2)c1,-4,-3,1.1,-6,0.1,0,2,4,1
C=CCNc1nc(C)nc(OC)n1,-2,4,0.93,7,1.2,-2,-2,-4,0.96
CC(=O)c1c(C(C)=O)c(C)n(C2CCCCC2)c1C,-2,9,0.94,6,-1.6,-7,-1,-5,0.91
O=C(Nc1ccc(Cl)cc1)C1(S(=O)(=O)c2ccccc2)CC1,-4,-2,1.1,-10,1.5,3,-4,-2,1
CC1C/C(=N\NC(=O)CCc2ccc(S(=O)(=O)N3CCOCC3)cc2)CC(C)(C)C1 (centres undefined),-5,-11,1.1,-8,1.6,-3,0,-3,1.1
Cc1cc(C)n(/N=C/c2cccs2)c(=O)c1C#N,4,-4,0.94,6,-3.1,1,0,1,1
CC(=O)Nc1ccc(NC(=O)c2ccc3c(c2)C(=O)N(c2ccccc2C)C3=O)cc1,-4,-8,1.2,-19,1.0,0,-1,4,1.1
COc1ccc(OC)c(NC(=O)CSc2ncnc3c2cnn3-c2ccccc2Cl)c1,-1,-4,1,-1,84*,-1,-5,-4,1
COc1ccc(C=O)cc1CSc1ccccn1,-2,-3,0.92,8,-0.9,0,-2,-7,1
CC(=O)Nc1ccc(NC(=O)Cn2nc([N+](=O)[O-])c(Br)c2C)cc1,-8,7,1.1,-5,1.7,-1,-2,0,0.93
COC(=O)[C@@H](NC(=O)Nc1cccc(Br)c1)C(C)C,-5,-4,0.79,22,1.5,-3,1,-17,1
CCC(C)c1ccc(O)c(NC(=S)NC(=O)c2cccnc2)c1 (centres undefined),-13,18,1.3,-29,0.1,-1,-5,0,0.82
O=C(COC(=O)c1ccc([N+](=O)[O-])o1)Nc1cccc(S(=O)(=O)N2CCCCC2)c1,-5,2,0.97,3,0.0,6,1,-5,0.98
Cc1cc(NC(=O)CSc2ccc3nnc(-c4ccccn4)n3n2)no1,-10,-7,1.1,-8,-0.5,-1,0,-4,1.1
CC(=O)NCC1CCCN(C(=O)c2ccc(OC3CCN(Cc4ccccn4)CC3)cc2)C1 (centres undefined),-7,-2,1.2,-18,-1.4,-8,-2,-10,1
COc1cccc(CNC(=O)C2CCCN(S(=O)(=O)N3CC(C)CC(C)C3)C2)c1 (centres undefined),-4,-2,0.92,8,-1.5,0,2,3,1
CC(=O)C(=Nc1ccc(Cl)cc1Cl)NNc1cccc(Cl)c1,23,6,0.86,14,5.8,1,-6,-11,0.94
CC1CCCCN1C(=O)c1ccc(OC2CCN(S(=O)(=O)N(C)C)CC2)cc1 (centres undefined),-7,5,0.91,9,-0.4,-2,-2,0,0.95
CCn1c(SCC(=O)Nc2nccs2)nnc1-c1cccnc1,-5,2,0.86,14,-1.7,-2,-2,-3,0.98
CCN(CC(=O)Nc1c(F)cccc1F)C(=O)c1ccc(N2CCCC2)c([N+](=O)[O-])c1,6,-9,0.96,4,-0.5,3,-3,4,1.1
O=S(=O)(c1cccc2c(S(=O)(=O)N3CCCC3)cccc12)N1CCCC1,-7,15,1,-2,1.5,-6,-2,2,0.85
Cc1c(C)[n+](=O)c(-c2ccco2)c(C)n1[O-],-6,5,0.95,5,-1.1,-2,1,-1,0.95
O=C(c1ccc2c(c1)OCCO2)C1CCN(S(=O)(=O)c2cccc(F)c2)CC1,-3,13,0.81,19,-4.7,3,-3,20,0.87
C[C@H](CO)N1C[C@H](C)[C@@H](CN(C)S(C)(=O)=O)Oc2ccc(NC(=O)Nc3ccc4c(c3)OCO4)cc2C1=O,9,-30,0.96,4,-0.4,2,2,-2,1.3
CN(C(=O)c1cccc(NC(=O)Cc2ccccc2)c1)c1ccccc1,-5,-6,1.4,-42,-2.0,2,-2,-2,1.1
COc1ccccc1C(=O)OCc1cc(=O)n2ccsc2n1,-1,5,0.91,9,-2.5,3,-4,7,0.95
Cc1cc(C)c(S(=O)(=O)N2CCCCC2CCNC(=O)C(=O)NCC2CCCO2)c(C)c1 (centres undefined),7,-9,0.99,1,-0.5,13,4,-4,1.1
O=C1C2C3C=CC(C2C(=O)N1c1ccc(O)cc1)C1C2C(=O)N(c4ccc(O)cc4)C(=O)C2C31 (centres undefined),2,-6,0.99,1,0.0,11,-3,-3,1.1
COc1c(C)cc(Br)cc1C(=O)Nc1cccc(NC(=O)c2ccco2)c1,-8,6,0.78,22,-1.7,-1,-1,29,0.94
C=CCOC(=O)C1=C(C)Nc2nnnn2C1c1cccc(OC)c1OC (centres undefined),-1,5,1.1,-8,-2.1,-1,-1,-4,0.95
CCOC(=O)C1(C)NC(c2ccc(OC)cc2OC)C2C(=O)N(c3cccc(OC)c3)C(=O)C21 (centres undefined),-4,-1,1.2,-19,0.2,-4,-4,-3,1

# Given as tab-separated lines: entries from further up.
smiles	A3G deaminase	mIAP inh	hIAP act	hIAP inh	MPTP block	A3A deaminase	MIN6 prolif	ATG4B inhibitor	mIAP act
Cc1c(C)[n+](=O)c(-c2ccco2)c(C)n1[O-]	-6	5	0.95	5	-1.1	-2	1	-1	0.95
O=C(c1ccc2c(c1)OCCO2)C1CCN(S(=O)(=O)c2cccc(F)c2)CC1	-3	13	0.81	19	-4.7	3	-3	20	0.87
C[C@H](CO)N1C[C@H](C)[C@@H](CN(C)S(C)(=O)=O)Oc2ccc(NC(=O)Nc3ccc4c(c3)OCO4)cc2C1=O	9	-30	0.96	4	-0.4	2	2	-2	1.3
CN(C(=O)c1cccc(NC(=O)Cc2ccccc2)c1)c1ccccc1	-5	-6	1.4	-42	-2.0	2	-2	-2	1.1
COc1ccccc1C(=O)OCc1cc(=O)n2ccsc2n1	-1	5	0.91	9	-2.5	3	-4	7	0.95

# Other results.
SMILES,A3G deaminase,mIAP inh,hIAP act,hIAP inh,MPTP block,A3A deaminase,MIN6 prolif,ATG4B inhibitor,mIAP act
COC(=O)c1c(NC(=O)c2ccc(N(C)S(=O)(=O)c3ccc(C)cc3)cc2)sc2c1CCCC2,-10,0,0.99,1,1.2,-1,0,4,0.99
COCc1cc(C)nc(Sc2nc3c(c(=O)n(C)c(=O)n3C)n2C)c1C#N,13,-8,0.97,3,1.1,50*,-3,-4,1.1
CCCn1c(SCC(=O)N2CC(=O)Nc3ccccc32)nc2ccccc21,-8,16,0.94,6,1.3,-3,7,-12,0.84
O=C(NC1CC1)C1CCCN(C(=O)NC2CCCCC2)C1 (centres undefined),-6,-5,0.99,1,0.1,-2,3,-1,1
[N-]=[N+]=NC[C@H](Cc1ccccc1)N1CCN(Cc2ccccc2)CCC1=O,1,5,1,-1,-1.4,0,-4,2,0.95
CCn1cc(C(=O)N(C)c2ccc(OC)cc2OC)c2cc(OC)c(OC)cc2c1=O,-10,-4,1.1,-6,-1.0,-1,0,2,1
CC(NC(=O)Nc1ncccn1)(C(F)(F)F)C(F)(F)F,2,-2,0.96,4,1.7,5,0,0,1
Cc1ccc(C(=O)N/N=C\c2cccn2C)cn1,-3,-5,1,-1,-0.1,-1,0,-5,1
CN1CCN(C(=O)/C(=C\c2cccnc2)NC(=O)c2cccc(Br)c2)CC1,-1,-7,1.3,-30,-1.1,1,-1,-1,1.1
